# S100A4 MyoIIA: inhibitors of human S100A4 binding to myosin IIA peptide | P26447 | S100A4/TAMRA-MyoIIA peptide fluorescence polarization | actives 0.14% (n = 360,000) | inhibition, % at 10.7 µM;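 active means mean inhibition of at least 70% across replicates, with every replicate also reaching that level; inconclusive means mean inhibition reaches 70% but some replicates fall short; inactive means mean inhibition below 70%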
# Target sequence (P26447 whole entry, looked up): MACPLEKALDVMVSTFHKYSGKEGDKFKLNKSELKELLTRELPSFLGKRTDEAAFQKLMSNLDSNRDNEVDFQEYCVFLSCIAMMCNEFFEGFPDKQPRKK
#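 Compound dosing: one dose per compound; test system: human S100A4 monomer with TAMRA-labelled myosin IIA peptide; probe or stimulus: TAMRA-labelled myosin IIA heavy-chain peptide probe, 5 nM; medium: HEPES buffer with Ca2+, pH 7.2; schedule: 5 min incubation before reading; benchmarks: neutral control DMSO, positive control TFP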
# FN deposit inh: fibronectin deposition inhibition. AID 743247. inhibition, % at 12.6 µM. AH1F fibroblasts, Alexa488-fibronectin deposition fluorescence, overnight. actives 0.086% (n = 350,000);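 active means mean inhibition across replicates of 30% or more, regardless of how many single replicates reach that level; inconclusive means mean under 30% yet at least half of replicates reach 30%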;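 further: positive control wells lacked labelled fibronectin entirely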
#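 Schedule: 1 h cell adhesion before compound, then overnight fibronectin incubation; test system: AH1F fibroblast monolayer depositing Alexa488-labelled fibronectin into matrix; quantity: 10000 AH1F cells per well; probe or stimulus: fluorescent fibronectin at 24 nM final; signal: fluorescence, ex 485 nm, em 525 nm; evaluation: percent inhibition as loss of matrix-bound fibronectin fluorescence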
# EWS-Fli inh: EWS/Fli transcriptional activity inhibition; actives 0.67% (n = 350,000); A673 NR0B1-luciferase reporter, viability-normalised; inhibition, % at 12.6 µM;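 active means mean inhibition of at least 50% after viability correction, with every replicate also passing that limit; inconclusive means mean reaches 50% but only one of two replicates passes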;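 further: firefly luciferase signal divided by Alamar Blue viability fluorescence both relative to DMSO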
# RAD54 branch: blocks human RAD54 Holliday junction branch migration. actives 0.14% (n = 360,000). inhibition, % at 10.4 µM. FAM/BHQ fluorescence. AID 602329. Q92698;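 active means mean normalized replicate activity at least 40 and at least half of replicates scoring 40 or more; inconclusive means only one of the two criteria met; inactive means mean below 40 and under half of replicates reaching 40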;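 further: 0% = median of neutral control wells and 100% = median of positive control wells; inhibitors cause a drop in the FAM fluorescence signal; in these data hits start at about 50%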
# XiGFP reactiv: activators of X-chromosome reactivation in mouse fibroblasts; XiGFP mouse fibroblasts, % GFP-positive cells imaging, 3 d; cells co-treated with 5-aza-dC sensitizer; scaled so ellipticine positive control = 100%; activation, % at 7.58 µM; actives 0.055% (n = 360,000);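 active means mean normalized replicate activation at least 10% and every replicate at or above 10%; inconclusive means only one of the two criteria met; inactive means mean below 10% and not all replicates reach 10%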;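 further: 0% = median of on-plate neutral control wells and 100% = ellipticine 6 µM median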
#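 System: 68-5-11 XiGFP fibroblast line | Buffer or medium: DMEM containing 5-aza-dC | Compound: Single point | Times: Compounds 3 days, fix/stain 15 min at room temperature | Benchmarks: Positive control ellipticine, 6 µM final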
# RAD52 anneal inh: inhibitors of human RAD52 DNA annealing | P43351 | recombinant RAD52 DNA annealing, FRET fluorescence | inhibition, % at 18.7 µM | actives 0.46% (n = 360,000);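 active means every replicate showing at least 50% inhibition; inconclusive means mean inhibition at least 50% but not in every replicate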
# esBAF inh: SWI/SNF esBAF complex inhibition; AID 602393; reporter increase, % at 12.5 µM; mouse ES cells, Bmi1-luciferase knock-in reporter, 24 h; 100% = twice the neutral-well signal; actives 2% (n = 350,000); in the data active means activation above about 40%; inconclusive means no clear call, values can overlap the other calls;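 further: 0% = median of the plate's neutral control wells and 100% = double that signal; a rise in the Bmi1 reporter signal indicates esBAF inhibition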
# E-sel inducer: induces E-selectin expression in human endothelial cells. HUVEC E-selectin immunofluorescence imaging; normalized: neutral wells 0, TNF-alpha wells 100. activation, % at 7.58 µM. actives 0.37% (n = 260,000);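 active means mean E-selectin-positive cell signal at least 10% of the positive control, reached in at least 60% of replicates, without over 20% cell loss; inconclusive means no rule given, readout overlaps actives, possibly toxicity-flagged; inactive means the rest, including those meeting only one limit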;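 further: in these data hits start at about 27%; measured in HUVEC primary endothelial cells; signal is the percent of cells scored E-selectin positive by PE staining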
# Target sequence (P16581 whole entry, looked up): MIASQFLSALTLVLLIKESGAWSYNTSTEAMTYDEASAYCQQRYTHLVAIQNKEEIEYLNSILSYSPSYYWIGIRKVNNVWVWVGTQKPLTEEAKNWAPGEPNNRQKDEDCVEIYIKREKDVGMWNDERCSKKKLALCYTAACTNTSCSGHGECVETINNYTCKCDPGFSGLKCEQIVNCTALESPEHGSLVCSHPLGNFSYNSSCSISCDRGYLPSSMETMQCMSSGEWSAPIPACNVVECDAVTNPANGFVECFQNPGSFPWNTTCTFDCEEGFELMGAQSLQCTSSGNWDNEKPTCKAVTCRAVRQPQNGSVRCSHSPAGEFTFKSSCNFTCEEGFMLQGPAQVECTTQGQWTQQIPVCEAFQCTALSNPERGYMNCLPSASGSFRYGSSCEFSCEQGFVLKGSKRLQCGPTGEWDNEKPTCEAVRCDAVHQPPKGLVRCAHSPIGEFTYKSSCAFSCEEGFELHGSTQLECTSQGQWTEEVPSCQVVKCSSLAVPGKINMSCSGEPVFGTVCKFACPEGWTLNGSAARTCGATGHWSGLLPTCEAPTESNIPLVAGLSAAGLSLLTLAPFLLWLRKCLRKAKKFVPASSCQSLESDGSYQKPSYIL
#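 Test system – human umbilical vein endothelial cells (HUVEC), E-selectin induction · Input – 3,000 HUVEC seeded per well · Buffer or medium – EGM-2, gelatin · Compound dosing – single-point compound dose · Detection – immunofluorescence imaging · Measure – percent E-selectin-positive cells · Controls – TNF-alpha high, DMSO low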
# The depositor's hits bear a star; ? = inconclusive; / = no result given; & = joins results of further samples.
# Each structure is followed by: EWS-Fli inh	XiGFP reactiv	RAD52 anneal inh	FN deposit inh	E-sel inducer	RAD54 branch	S100A4 MyoIIA	esBAF inh
CC(C)NC(=S)N/N=C1\CCCc2ccccc21
    9	0.7	1	10	/	/	1	/
Cc1ccccc1NC(=O)c1cc(C(=O)c2cc(Cl)ccc2O)cn(-c2ccccc2C)c1=O
    4	0.0	-88	-9	-0.1	/	-7	/
CCC/C(=N\NC(=O)C1CCCC1)c1ccccc1
    1	0.0	-2	12	0.1	-13	-3	/
Cc1ccc(NC(=O)CNCc2ccccc2Cl)cc1S(=O)(=O)N(C)C
    -23	0.1	-2	2	22	-10	-3	?
CC(C)(C)OC(=O)C[C@H]1C/C=C\C[C@@H](CC(=O)N[C@@H](CO)Cc2ccccc2)C(=O)NC[C@@H](c2ccccc2)OC1=O
    1	-0.7	-7	-3	0.0	-10	22	-5
O=C(CNC(=O)c1cccs1)N/N=C/c1cccc(Cl)c1
    0	0.3	-12	-9	/	1	-9	/
O=C(COC(=O)c1ccccc1[N+](=O)[O-])Nc1cccnc1Cl
    -4	0.0	2	0	/	0	1	-6
COCCCn1c(=S)[nH]c2sc3c(c2c1=O)CCCS3
    6	0.0	-17	-16	8.7	/	-1	/
CC(C)C(=O)Nc1ccc2c(c1)C(=O)N(C)[C@H]1CC[C@H](CC(=O)Nc3cccc(Cl)c3)O[C@@H]1CO2
    5	0.1	1	8	-0.1	1	-2	3
COc1ccc(S(=O)(=O)N[C@@H]2C=C[C@@H](CC(=O)NCCc3ccccc3)O[C@@H]2CO)cc1
    2	0.2	-3	/	0.2	9	3	8
O=C(Nc1ccccc1)N1CCC(O)(c2cccc(C(F)(F)F)c2)CC1
    3	0.0	-12	-7	/	-1	-4	0
c1ccc2sc(NC3=NCN(C4CCCCC4)CN3)nc2c1
    -21	/	-14	/	/	-15	-2	29
CNC[C@@H]1Oc2ccc(NC(=O)Nc3ccc(OC)cc3)cc2C(=O)N([C@H](C)CO)C[C@@H]1C
    8	0.3	2	/	-2.4	3	-1	-6
C[C@@H]1CN([C@@H](C)CO)C(=O)c2cc(-c3cccc(F)c3)cnc2O[C@H]1CN(C)Cc1cccc(F)c1
    30	-1.3	/	-5	-0.1	/	/	-2
Cc1nn(C)cc1NC(=O)C[C@@H]1CC[C@@H]2[C@@H](COc3ccc(NC(=O)C4CCC4)cc3C(=O)N2C)O1
    -5	0.5	/	-16	0.0	/	/	-5
COc1cc(OC)nc(Nc2nc(C(N)Cc3ccc(Cl)cc3)cs2)n1 (configuration not stated)
    25	-0.1	-50	-9	-0.1	-3	-4	2
CSc1ncnc2c1ncn2CCCN1CCN(c2ncccn2)CC1
    -4	0.1	-8	8	0.0	-5	-2	-7
COc1cc(NS(=O)(=O)c2cc(C(=O)N3CCN(C(C)=O)CC3)ccc2OC)cc(OC)c1
    -4	0.0	-5	5	-4.0	2	0	5
CCc1cnc(N2[C@@H](C#N)[C@@H](c3ccc(C4=CCCCC4)cc3)[C@@H]2CO)s1
    -6	0.0	10	/	0.3	-17	-4	8
O=C(Cn1cncn1)c1ccc(Cl)cc1
    7	0.4	-6	2	-0.1	-7	1	-2
CCC(=O)Nc1ccc2c(c1)C(=O)N(C)C[C@@H](OC)[C@H](C)CN(C(=O)c1ccncc1)[C@H](C)CO2
    -5	0.0	-16	9	-0.1	-8	-14	-4
COc1ccc(CN(C)C(=O)CCN=C2NS(=O)(=O)c3ccccc32)c(OC)c1
    11	0.1	-18	1	/	-3	-5	4
O=C(Nc1ccccc1)N1CCCCN2[C@@H](CO)[C@@H](c3ccc(C#CC4CC4)cc3)[C@@H]2C1
    /	0.2	-13	/	-0.2	-7	-5	/
CCOc1ccccc1/C=N/NC(=O)c1nnn(-c2nonc2N)c1CN1CCC(C)CC1
    9	0.3	-14	-1	/	3	-4	-6
COc1ccc(-c2cc(C(F)(F)F)n3nc(C(=O)NCCN4CCOCC4)cc3n2)cc1
    -16	-0.1	-7	-14	-3.5	4	1	-3
COc1cc(C(C2C(=O)CC(C)(C)CC2=O)C2C(=O)CC(C)(C)CC2=O)cc(OC)c1OC
    0	0.3	-7	6	-0.2	0	-2	0
C=CCNC(=O)[C@H]1[C@@H]2C(=O)O[C@@H](c3ccccc3)[C@@H](c3ccccc3)N2[C@@H](c2ccc(O)cc2)[C@]12C(=O)Nc1ccc(C#CC3=CCCCC3)cc12
    -7	/	-12	/	/	6	8	/
Cc1nnc(NC(=O)c2ccc(-c3ccc([N+](=O)[O-])cc3)o2)s1
    -6	0.1	-10	-1	-4.4	1	-2	-6
S=C1NC[C@H](CC2CCCCC2)N1CCCCC1CCCCC1
    15	-0.3	-12	-5	0.1	11	5	5
Cc1cc(C)n(CC(=O)O)c(=O)c1[N+](=O)[O-]
    -5	0.0	-7	18	3.2	/	4	/
CC(C)(C)Nc1nc(N)nc(Cl)n1
    1	0.2	-10	2	/	/	-6	/
Cc1[nH]c2ccccc2c1C(=O)CN1CCN(c2ccc(Cl)cc2)CC1
    3	0.3	-16	-5	0.0	-4	-14	-6
COc1ccc(-c2c(C)[nH]n3c(=O)c(Cc4ccccc4)c(C)nc23)cc1OC
    45	0.0	-12	-5	/	-7	-1	-4
O=C(CC[C@H]1O[C@@H](n2ccc(=O)[nH]c2=O)[C@H](O)[C@@H]1O)NCC1CCCO1 (some centres not stated)
    2	-0.1	-4	-2	0.9	-9	0	-2
COc1ccc2c3c([nH]c2c1)[C@@H](CO)NCC31CCN(Cc2ccc(F)cc2)CC1
    -6	0.0	72*	-8	-0.1	/	/	/
COc1ccc(NC(=O)CC2C(=O)N(c3ccc(Cl)cc3)C(=S)N2NC(=O)c2cccc(F)c2)cc1 (configuration not stated)
    -12	0.0	-3	3	1.9	3	-5	3
FC(F)(F)c1ccc(NC(=S)NC2CCCCC2)cc1
    -47	0.0	-14	20	1.7	7	-6	34
CCOc1ccc(OCCn2c(=S)[nH]c3c(N)ncnc32)cc1
    0	0.0	-26	8	3.3	0	-9	11
O=C(NCCCCc1ccccc1)NC[C@@H]1CC[C@@H](Cc2ccc(-c3ccccc3)cc2)O1
    1	-0.1	-5	8	0.6	-8	-1	1
Nn1c(SCc2ccc(F)cc2)nnc1-c1ccccn1
    -31	0.0	-15	-1	/	1	2	/
C[C@H](CO)N1C[C@H](C)[C@H](CN(C)S(=O)(=O)c2cn(C)cn2)OCCCC[C@H](C)Oc2ccc(NC(=O)Nc3ccc4c(c3)OCO4)cc2C1=O
    1	0.0	10	/	0.4	-3	-10	5
COc1cc(Nc2cccc(-c3ccccc3)n2)cc(OC)c1OC
    -10	-0.1	-8	3	0.3	-2	-8	-2
O=C(CCN1C(=O)c2ccccc2S1(=O)=O)Nc1cccc2ccccc12
    12	0.0	-8	/	/	/	-5	/
Cc1cc(NC(=O)CSc2nnnn2-c2ccc(C(C)C)cc2)no1
    -2	0.0	-3	-5	0.7	12	-2	8
O=C(CCN1CCOCC1)Nc1ccc(Cl)cc1
    0	0.1	-15	3	/	-4	-1	5
O=C(Cc1ccccc1)N1N=C(c2ccncc2)CC1(O)C(F)(F)F (configuration not stated)
    5	0.1	1	8	5.1	3	-2	0
COc1ccc(N(C(=O)c2cccc(OC)c2OC)C2C=CS(=O)(=O)C2)c(OC)c1 (configuration not stated)
    5	/	0	/	/	0	-3	-5
COc1ccc(CNC(=O)c2cc(=O)c3ccccc3o2)cc1
    -2	0.3	-11	5	-0.1	0	3	2
CCOC(=O)CNC(=O)CSc1nnc(-c2ccccc2)c(-c2ccccc2)n1
    -2	-0.2	-8	5	1.5	/	-12	/
N#Cc1ccc(OCc2c(-c3ccccc3)nnn2CC(=O)O)cc1
    1	0.0	-26	-3	/	5	19	0
COc1ccc(C#Cc2ccc([C@H]3[C@@H](CO)N4C(=O)CN(C(=O)Nc5ccccc5F)C[C@@H]34)cc2)cc1
    0	0.4	-15	/	0.9	/	7	/
COc1ccc(OC)c(NC(=O)c2cc(S(=O)(=O)N3CCCC3)cn2C)c1
    3	-0.1	3	-12	/	-2	-1	-2
C[C@@H](NC(=O)C[C@H]1CC[C@H](NC(=O)c2cccnc2)[C@@H](CO)O1)c1ccccc1
    -3	0.0	-6	0	0.0	3	6	-3
CCc1cc(C(=O)N2CCN(S(=O)(=O)c3ccccc3F)CC2)sc1C
    8	-0.1	-9	5	/	-7	-1	-2
COc1cccc2c(=O)cc(C)n(CC(=O)Nc3cccc(C)c3)c12
    -4	0.5	-7	6	9.3	5	-8	-29
O=C(C[C@@H]1C=C[C@H](NC(=O)c2cccc(F)c2)[C@H](CO)O1)NCCN1CCCC1
    -3	0.1	-17	-2	-0.4	4	31	-2
C[C@@H]1CN([C@@H](C)CO)C(=O)CCCn2cc(nn2)CO[C@H]1CN(C)C(=O)CCC(F)(F)F
    -21&1&-7	0.4&0.4	-2&5&-10	-10&19	-0.2	-1&17	-7&-7&-5	-3&-1
COc1ccc(-c2nn(-c3ccccc3)cc2C(=O)NC(=S)N2CCOCC2)cc1OC
    3	0.1	-5	-13	/	-3	-17	28
Cc1ccc(S(=O)(=O)N(C)C[C@@H]2Oc3ccc(NS(C)(=O)=O)cc3CC(=O)N([C@@H](C)CO)C[C@@H]2C)cc1
    -8	-0.1	0	0	-0.2	11	9	3
C/C(=N\NC(=O)c1cccnc1)c1ccc(Br)cc1
    -44	0.0	-4	8	-0.7	8	3	9

# Next entries follow.
# Each structure is followed by: EWS-Fli inh	XiGFP reactiv	RAD52 anneal inh	FN deposit inh	E-sel inducer	RAD54 branch	S100A4 MyoIIA	esBAF inh
O=C(c1ccccc1)N1C[C@H]2[C@@H](c3ccccc31)[C@@H](CO)N2Cc1ccccn1
    -3	0.1	-23	5	-0.1	-6	1	1
CO[C@H]1CN(C)C(=O)c2cc(NC(=O)C3CCC3)ccc2OC[C@H](C)N(Cc2nccs2)C[C@H]1C
    2	0.1	-3	9	0.3	2	9	-2
CNC(=O)C(=O)Nc1cc2c3c(c1)CCN3C(=O)CC2
    6	-0.1	-7	-5	/	-7	1	-3
Fc1ccccc1-c1n[nH]c(=S)n1/N=C/c1c[nH]c2ccccc12
    23	0.1	-11	9	0.2	/	1	/
CCC(NC(=O)c1oc2ccccc2c1COC)c1ccc(OC)cc1 (configuration not stated)
    3	0.1	-13	-10	0.0	-10	3	-10
C[C@H]1CN([C@@H](C)CO)C(=O)c2cc(NC(=O)Nc3cccc4ccccc34)ccc2O[C@H]1CN(C)C(=O)Nc1ccc(C(F)(F)F)cc1
    2	0.1	-9	/	-1.3	-1	-27	2
